PMI inhibitors – MPI enzyme activity inhibition – biochemical, fluorescence intensity, coupled assay, primary screen (AID 1209); purified PMI enzyme, coupled fluorescence intensity; higher % means a stronger effect; actives 0.42% (n = 190,000); one-dose inhibition, % at 20 µM; IC50 in µM for titrated hits;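 further: plate controls were DMSO vehicle for no effect and wells lacking substrate for full effect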
T cell HTS – T cell immune modulation candidate | 2C CD8+ T cell-vesicle binding, flow cytometry; hits give low values | calls only at 7 µM | actives 0.068% (n = 330,000) | AID 2052;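 active means response, share of CD8 T cells binding vesicles, and their 90th percentile fluorescence all below set limits, cut at about 80% in these data, passing the limit was not always enough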
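Material: murine 2C transgenic CD8+ T lymphocytes / Also added: QL9-peptide-loaded Drosophila micro-vesicles bearing Ld, ICAM-1 and B7-1 / Schedule: binding step 1.5 h, 37 °C, antibody labelling 20 min, ice / Signal: flow cytometry, PE anti-B7-1 (FL2) versus Alexa647 anti-CD8 (FL8), PFA-fixed / Evaluation: percent CD8+ FL2 mean versus row control / Benchmarks: naked versus QL9-loaded vesicles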
TNAP activators – stimulation of alkaline phosphatase TNAP activity – biochemical, luminescent, no phosphate acceptor, uHTS, primary screen (AID 1001) | actives 0.03% (n = 200,000) | activation fold at 20 µM; hits with a dose series show EC50 in µM | purified TNAP, luminescent activation assay, no phosphate acceptor; higher activation fold means a stronger effect; in the data active means activation fold from about 3, or a potency from the dose series; inactive means the rest, 99 in 100 with activation fold below about 1.6; further: many of its hits are not listed in these tables
Autophagy mod – modulators of autophagy | actives 0.98% (n = 190,000) | calls only at 10 µM (by protocol) | MEF GFP-LC3 puncta imaging; test concentration mostly 10 µM;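 active means percentage of spot-positive cells more than 3 SD above its plate mean, without a fluorescence outlier flag or 80% toxicity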;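 further: spot-positive cell cutoff set from DMSO-treated cells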
bCat nuc transl – modulators of beta-catenin nuclear translocation | actives 0.3% (n = 190,000) | HeLa beta-catenin nuclear translocation, immunofluorescence imaging | nuclear translocation activity, % at 5 µM | AID 1665;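 active means nuclear translocation activity above 50% at 5 µM, with a well cell count of 50 or more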;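 further: per-cell ratio of nuclear to cytoplasmic median beta-catenin stain intensity; plate controls were DMSO negative control for no effect and GSK-3 inhibitor IX positive control for full effect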
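Test system: human HeLa cells, native beta-catenin. Compound dosing: 5 µM primary single dose, 0.1% DMSO, 0.02–20 µM confirmation series. Incubation: compound exposure 24 h at 37°C. Detection: beta-catenin immunostaining with DAPI counterstain, 20x imaging, 6 fields/well. Read-out basis: Nuclear/cytoplasmic beta-catenin signal ratio, % activation.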
Insulin prom up – MIN6 insulin promoter up-regulation | MIN6 insulin promoter-GFP reporter, high-content imaging; hits give high values | z-score at 5 µM | actives 0.3% (n = 190,000) | AID 1625;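 active means z-score above 3 at 5 µM with at least 500 cells counted in the well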
MT stabilizer – microtubule stabilizers in HeLa cells | HeLa tubulin immunostaining HCS, 24 h; share of cells brighter than vehicle mean+2SD | % tubulin-high responders, % at 10 µM | actives 0.83% (n = 200,000) | AID 2205;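 active means plate Z-score above 3 for both tubulin-high and condensed-nucleus cell shares, with cell loss under 80%, at 10 µM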;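 further: anti alpha tubulin signal scored within the nucleus-defined area of each cell; some results filed as inactive read as strong as hits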
Hep lipid drop – hepatic lipid droplet formation modulation; inhibition, % at 6.5 µM; AID 1656; actives 0.4% (n = 240,000); AML12 mouse hepatocytes, oleate lipid droplets, BODIPY imaging;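 active means lipid droplet intensity inhibited by at least 50%, with more than 500 cells counted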
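material = mouse AML12 hepatocyte cell line, fixed after treatment | also added = 100 µM oleic acid challenge | doses = compound at 6.5 µM only | schedule = overnight exposure | technique = Image-based BODIPY and DAPI two-channel analysis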
human PMI inhibitors – human PMI inhibitors, high substrate, primary screen, biochemical, fluorescence intensity, high mannose 6-phosphate (AID 1220); actives 0.66% (n = 190,000); one-dose inhibition, % at 20 µM; IC50 in µM for titrated hits; recombinant PMI enzyme, coupled fluorescence intensity; higher % means a stronger effect
Insulin prom up cell count – also measured in Insulin prom up; calls as there; cell count; measured here: cytotoxicity, nuclei count;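 total cells summed across four imaged fields per well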
Hep lipid drop cells 6.5 µM – further read-out of Hep lipid drop, marked with its call; cell count; measured here: cell count, cytotoxicity flag;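 cells counted across two imaged fields per well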
bCat nuc transl cell count 5 µM – second read-out of bCat nuc transl, no call of its own (marks repeat the call); cell count; measured here: cell count, cytotoxicity flag
T cell HTS vesicle-bound % – second read-out of T cell HTS, no call of its own (marks repeat the call); double positive events, %; measured here: CD8+ vesicle-bound cell fraction;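 binding gate set so that unloaded-vesicle control wells show 10% double positive cells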
MT stabilizer Hoechst-high % – also measured in MT stabilizer; calls as there; % Hoechst-high responders; measured here: nuclear condensation Hoechst responders;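 share of cells brighter than vehicle mean plus two SD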
MT stabilizer cytotoxicity % – recorded beside MT stabilizer, whose call it bears; toxicity, %; measured here: cytotoxicity by cell density;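 0% = mean cell density of plate MIN control wells and 100% = no cells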
Autophagy mod cell loss 18 h – further read-out of Autophagy mod, marked with its call; toxicity, %; measured here: cell loss, nuclei count;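 cell loss after 18 h compound exposure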
* marks the source's active call; other numbers are inactive results; i = inactive; . = not tested or not shown. Unless noted, no stated cut-off is given here; in the data, active means inhibition above about 50%; inactive means the rest.

SMILES	PMI inhibitors	T cell HTS	T cell HTS vesicle-bound %	TNAP activators	Autophagy mod	Autophagy mod cell loss 18 h	bCat nuc transl	bCat nuc transl cell count 5 µM	Insulin prom up	Insulin prom up cell count	MT stabilizer	MT stabilizer Hoechst-high %	MT stabilizer cytotoxicity %	Hep lipid drop	Hep lipid drop cells 6.5 µM	human PMI inhibitors
CCOC(=O)C1(Cc2ccc(OC)cc2)CCN(C(=O)c2ccc3[nH]ccc3c2)CC1	10.2%	i	17.5	1.2	i	12.0	33.2	449	0.22	1387	14.1	7.0	64.9	-1.7	746	4.2%
Cc1ccc(C)c(NC(=O)C(Sc2nc3ccccc3c(=O)n2CC(C)C)c2ccccc2)c1 (stereo not given)	9.0%	i	3.8	.	i	98.6	-1.3	789	.	.	4.9	1.8	16.8	30.5	644	-3.9%
O=C(c1ccccc1)N(Cc1nc2ccccc2c(=O)[nH]1)C1CCCCC1	7.1%	i	63.9	1.1	i	-16.9	1.1	1010	-0.12	1538	.	.	.	8.9	767	9.2%
C(#Cc1ccccc1)C[N+]1(CC#Cc2ccccc2)CCCCC1	3.9%	i	33.1	1.1	i	15.4	-0.1	1554	-5.83	723	2.3	1.8	2.6	-18.6	565	14.3%
COc1cccc(-n2nnnc2SCC(=O)NC2CCCC2)c1	5.8%	i	26.3	1.1	i	-0.3	-4.2	1215	0.09	976	2.8	2.6	7.1	-0.3	762	-4.2%
CCc1ccc(/C=C2\Oc3ccc(C(=O)OC)cc3C2=O)cc1	-3.9%	i	23.1	1	i	-0.8	-1.2	925	0.17	1450	4.5	3.3	8.3	-4.4	576	-5.2%
Cc1cccc(NC(=O)NC(=S)NC(=O)c2ccccc2)c1	4.6%	i	40.3	0.7	i	15.2	-0.6	1023	-0.32	1433	4.7	3.4	0.6	-14.4	578	4.5%
CCCn1nnc(NC(=O)C(C)C)n1	.	i	26.6	.	.	.	0.3	1326	-0.23	1143	.	.	.	-3.6	732	.
CCN(CC)C(=S)NC(=O)c1ccc(F)cc1	-5.1%	i	65.6	1.1	i	10.1	-3.3	1123	0.29	1640	5.2	2.8	8.0	-0.3	651	-2.1%
CCOc1ccc(N(CC(=O)NC2CCCC2)S(=O)(=O)c2c(C)[nH]c(=O)[nH]c2=O)cc1	2.8%	i	29.1	1.1	.	.	-2.7	1142	-1.22	2011	7.5	2.1	7.1	-1.0	685	-5.1%
O=c1c2c3c(sc2nc2n1CCCC2)CCC3	4.5%	i	32.5	1.1	i	-21.0	-1.4	1356	0.04	1686	8.3	2.3	2.0	.	.	-1.3%
CC1(C)NC(=O)N(CCOc2ccc3c(c2)CCC3)C1=O	2.1%	i	29.3	1.1	i	3.4	-3.9	1010	0.6	1404	5.8	1.6	4.3	.	.	3.3%
CCc1ccccc1NC(=O)CSc1nnc(-c2ccncc2)o1	0.1%	i	22.8	1.3	i	-2.6	-1.5	1121	0.05	1278	4.0	2.5	9.7	19.9	746	1.8%
COc1cc(OC)cc(C(=O)NC(=S)NNC(=O)[C@H]2C[C@@H]2c2ccccc2)c1	.	i	9.1	.	.	.	0.2	1123	-0.23	1377	.	.	.	1.7	693	.
COc1ccc(NC(=O)CC2SC(=O)NC2=O)cc1 (stereo not given)	7.3%	i	33.7	1.1	i	-2.1	-1.1	1191	-0.08	1286	2.2	2.6	5.9	-12.5	732	6.2%
Cc1cccc(C)c1NC(=O)Cn1c(CN2CCCCC2)nc2ccccc2c1=O	-0.9%	i	10.2	1	i	-6.4	-0.8	1174	.	.	2.9	1.2	3.9	-11.3	667	-5.2%
CC1(C)CC2CC(C)(CN2C(=O)COC(=O)c2n[nH]c(=O)c3ccccc23)C1 (stereo not given)	-0.9%	i	57.3	1.1	i	12.2	-1.0	1163	1.34	1027	6.6	1.4	5.3	.	.	-0.4%
N#CCSc1ncnc2sc3c(c12)CCC3	4.4%	i	11.5	1.2	i	12.0	5.6	902	1.1	1208	15.8	1.9	15.4	.	.	-3.6%
Cc1ccccc1Nc1cccc2nonc12	25.8%	i	48.9	1.1	i	-5.8	2.6	813	1.27	1348	1.2	1.1	3.5	24.7	658	41.6%
CN(C)S(=O)(=O)n1cnc(-c2ccccc2)c1-c1ccccc1	3.5%	i	38.8	1.1	i	7.4	0.5	1022	-0.64	1360	1.9	1.9	27.2	17.5	696	2.6%
O=C(Nc1ccc(Cl)c(Cl)c1)N(CCCN1CCOCC1)Cc1cccs1	-0.6%	i	33.8	1.2	i	6.5	.	.	-2.09	1014	4.1	3.0	4.3	.	.	0.9%
COc1ccc(C(=O)OCC(=O)NCc2ccco2)cc1OC	1.6%	i	43.8	1.2	i	8.9	-0.2	1025	-0.82	1898	2.4	3.2	16.4	14.9	711	-0.8%
COc1ccc(N2CCN(C(=O)c3ccc(NS(=O)(=O)c4ccc(F)cc4)cc3)CC2)cc1	17.1%	i	35.6	1.1	i	2.2	-5.8	1182	.	.	6.4	1.7	1.7	0.6	643	5.7%
Cc1nc2ccccc2nc1SCC(=O)c1ccccc1	9.7%	i	34.0	1.1	i	15.5	0.7	1033	-0.14	1540	3.5	2.3	0.7	-5.7	705	-8.3%
Cc1cccn2cc(CNS(=O)(=O)c3cccc(F)c3)nc12	11.1%	i	22.9	1	i	9.7	0.5	993	-1.02	1868	1.7	2.9	3.8	7.4	639	9.3%

More records:
SMILES	PMI inhibitors	T cell HTS	T cell HTS vesicle-bound %	TNAP activators	Autophagy mod	Autophagy mod cell loss 18 h	bCat nuc transl	bCat nuc transl cell count 5 µM	Insulin prom up	Insulin prom up cell count	MT stabilizer	MT stabilizer Hoechst-high %	MT stabilizer cytotoxicity %	Hep lipid drop	Hep lipid drop cells 6.5 µM	human PMI inhibitors
CN=C1SC(C(=O)Nc2ccccc2Cl)CC(=O)N1c1ccc(OC(F)(F)Cl)cc1 (stereo not given)	-4.0%	i	58.3	1.1	i	4.8	-0.6	1128	-0.15	1305	4.0	1.6	1.8	-5.4	718	-1.4%
CC(=O)OCC(=O)[C@@]12OC(C)(C)O[C@@H]1C[C@H]1[C@@H]3C[C@H](F)C4=CC(=O)C=C[C@]4(C)[C@@]3(F)[C@@H](O)C[C@@]12C	1.1%	i	21.6	1.1	i	16.9	.	.	.	.	1.6	0.9	4.0	4.5	671	-1.9%
CCCCN1C(=O)CN(CCc2ccccc2)C(=O)C1c1ccc(OC)cc1 (stereo not given)	-1.7%	i	49.8	1.1	i	3.1	-2.1	1351	-0.31	1488	2.4	1.7	9.4	.	.	-0.2%
COc1ccc(/C=C/c2nc3ccccc3n2Cc2ccccc2OC)cc1	-2.4%	i	62.4	1	i	19.0	1.0	522	-1.21	704	1.7	1.4	3.8	3.3	685	-5.6%
COC(=O)c1cc(NC(=O)c2cc(-c3ccccc3Cl)oc2C(F)(F)F)ccc1N1CCOCC1	.	i	45.9	.	.	.	0.8	1391	-0.06	1087	.	.	.	-38.5	717	.
CCCSc1cc(N2CCCC2)nc(-c2ccccc2)n1	5.9%	i	34.0	1.1	i	-15.7	-0.1	1371	-0.27	1605	3.3	2.0	6.8	.	.	2.0%
OC(COc1ccc2c(c1)CCC2)CN1CCN(c2cccc(Cl)c2)CC1 (stereo not given)	8.6%	i	34.4	1.1	i	7.5	.	.	.	.	1.5	1.0	11.3	14.3	788	4.4%
Cc1csc(NC(=O)CSc2ccc(-c3ccccc3)nn2)n1	-0.3%	i	19.7	1.1	i	6.2	-4.2	1123	0.14	1258	3.6	2.2	3.5	-4.0	715	1.0%
O=C(O)c1ccc(-n2nnnc2SCc2ccccc2F)cc1	0.9%	i	39.3	1.1	i	5.8	.	.	-0.26	842	2.1	5.3	8.5	.	.	3.4%
Fc1cnc(Cl)nc1N1CCN(c2ccccc2)CC1	.	i	41.1	.	.	.	-0.4	1326	0.06	1087	.	.	.	-19.9	702	.
Nc1nonc1-c1nc2ccccc2n1Cc1ccc(F)cc1	12.5%	i	37.9	1.1	i	0.6	-0.5	778	-0.53	755	9.4	5.0	11.0	.	.	3.5%
C=CCN1C(=NC(=O)CC)SC2CS(=O)(=O)CC21 (stereo not given)	3.1%	i	36.0	1.1	i	-4.8	0.8	1357	0.79	1569	2.4	1.1	2.4	.	.	-5.5%
COc1ccc(C(=O)NNC(=O)c2cc3cc([N+](=O)[O-])ccc3oc2=O)cc1OC	-4.0%	i	2.2	0.8	i	-5.1	-1.6	1112	-0.05	1473	2.7	3.3	7.5	-1.1	640	-4.2%
Cc1ccc(Oc2ccc(NC(=O)Cn3ccsc3=N)cc2)cc1	-1.8%	i	37.3	1	i	3.7	0.9	1109	-1.04	779	2.2	1.2	3.6	-6.9	746	-7.3%
O=C(CSc1nnc(CNC(=O)c2c(F)cccc2Cl)o1)Nc1ccc2c(c1)OCO2	-4.9%	i	15.0	1.3	i	-0.9	-2.0	1066	0.1	1305	2.3	2.1	7.8	15.0	694	-6.4%
O=C1C=C(c2ccccc2)OC(c2ccccc2)O1 (stereo not given)	.	i	23.5	1.1	i	-2.6	-0.5	1574	0.88	1628	3.4	2.3	11.7	21.1	652	.
CCc1nn(-c2ccccc2)c(N)c1-c1ccc(OC)c(OC)c1	-4.6%	i	3.2	1.1	i	-5.6	.	.	.	.	1.7	2.7	7.6	6.2	776	-4.4%
O=C(Nc1ccc(Cl)cc1C(F)(F)F)c1ccccc1	9.0%	i	41.9	1.1	i	4.7	-0.6	1123	0.59	1580	2.2	3.8	6.3	-6.5	640	-3.0%
